# Bioassay records deposited in PubChem by several laboratories.
# ERb coact inh: inhibitors of ERβ-SRC1 coactivator interaction, primary screen, biochemical, TR-FRET, ERβ LBD, SRC-1 peptide; AID 633, 2007; Estrogen receptor beta (Homo sapiens), Q92731; 86,000 compounds, 1.3% hits; inhibition, % at 25.6 µM; TR-FRET ER-beta LBD / SRC1-Cy5 peptide binding; receptor agonist-loaded with 1 µM estradiol;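 active = compounds whose percent inhibition of the receptor-coactivator binding signal exceeds about 50% in the single-dose screen, limit read from the data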;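 note: 0% = receptor plus peptide wells without compound and 100% = peptide-only wells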
# Target sequence (Q92731 whole entry, looked up, the tested form may be a part): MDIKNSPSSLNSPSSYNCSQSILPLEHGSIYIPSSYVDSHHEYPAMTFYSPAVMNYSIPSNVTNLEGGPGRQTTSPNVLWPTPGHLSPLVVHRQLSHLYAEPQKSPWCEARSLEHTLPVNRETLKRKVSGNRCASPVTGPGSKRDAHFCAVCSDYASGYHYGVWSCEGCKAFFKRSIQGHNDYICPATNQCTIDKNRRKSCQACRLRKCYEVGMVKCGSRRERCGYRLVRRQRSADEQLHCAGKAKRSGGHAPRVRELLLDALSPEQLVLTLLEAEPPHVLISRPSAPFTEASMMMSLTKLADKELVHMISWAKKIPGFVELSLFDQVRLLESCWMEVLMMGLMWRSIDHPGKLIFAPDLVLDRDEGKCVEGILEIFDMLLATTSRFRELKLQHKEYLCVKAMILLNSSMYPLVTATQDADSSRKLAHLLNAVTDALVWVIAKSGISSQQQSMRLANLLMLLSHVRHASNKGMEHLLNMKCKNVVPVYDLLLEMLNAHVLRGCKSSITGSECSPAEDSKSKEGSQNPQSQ
# Smad3 inh: Smad3/FoxH1 peptide binding inhibitors, primary screen, biochemical, TR-FRET; Mothers against decapentaplegic homolog 3 (Homo sapiens), P84022; TR-FRET Smad3/Dy647-FoxH1 peptide binding, europium anti-His; inhibition, % at 25 µM; 88,000 compounds, 0.29% hits; AID 630, 2007;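 active = compounds that reduce the energy-transfer binding signal between the protein and its labelled peptide by more than half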;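 note: 0% = Smad3 plus labelled peptide maximal FRET and 100% = peptide-only background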
# Target sequence (P84022 whole entry, looked up): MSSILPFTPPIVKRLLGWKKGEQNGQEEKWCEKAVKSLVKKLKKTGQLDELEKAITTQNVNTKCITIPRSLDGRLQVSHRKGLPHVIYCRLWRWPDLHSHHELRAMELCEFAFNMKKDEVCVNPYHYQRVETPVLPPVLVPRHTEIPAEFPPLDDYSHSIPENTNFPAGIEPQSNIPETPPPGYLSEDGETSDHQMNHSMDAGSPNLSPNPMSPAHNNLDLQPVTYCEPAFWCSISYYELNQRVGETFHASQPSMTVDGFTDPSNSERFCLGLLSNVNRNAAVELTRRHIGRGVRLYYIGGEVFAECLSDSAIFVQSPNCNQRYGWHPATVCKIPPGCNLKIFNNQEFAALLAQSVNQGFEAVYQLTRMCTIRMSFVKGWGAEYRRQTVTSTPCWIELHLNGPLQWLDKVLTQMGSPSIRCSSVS
# Candida biofilm: clotrimazole potentiators killing Candida biofilms, primary screen, with clotrimazole, Alamar Blue; C. albicans biofilm + clotrimazole; inhibition, % at 6 µM; 85,000 compounds, 0.14% hits;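 active = inhibition above 20%; inactive = inhibition below 20%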;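 note: preformed 24 hr biofilms exposed to compound for 48 hr; 0% = biofilm without compound and 100% = blank killed by clotrimazole plus chlorhexidine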
# VCAM1 TNFa inh: inhibitors of TNFa-induced VCAM1 expression, primary screen, imaging, HUVEC, TNFa stimulus, immunofluorescence; HUVEC TNFa-induced VCAM-1 immunofluorescence, high-content imaging; inhibition, % at 2 µM; 95,000 compounds, 0.48% hits; AID 802, 2007;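 active = inhibition above the batch mean plus 3 SD, with images confirmed as a hit by eye, cut at about 37% in these data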;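 note: 0% = TNF-stimulated DMSO wells and 100% = unstimulated control wells; not every result past the cut was called active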
# sEH activator: soluble epoxide hydrolase activators, primary screen, biochemical, human sEH; 91,000 compounds, 0.04% hits; purified human sEH enzymatic activity, activator screen; Bifunctional epoxide hydrolase 2 (Homo sapiens), P34913; activation, % at 2 µM; in the data active = activation above about 37%; note: values of inactives mirror those of a sister screen read the other way
# sEH inh: soluble epoxide hydrolase inhibitors, primary screen, biochemical, human sEH. AID 707, 2007. recombinant human sEH enzymatic activity assay. inhibition, % at 2 µM. 91,000 compounds, 0.34% hits. Bifunctional epoxide hydrolase 2 (Homo sapiens), P34913; in the data active = inhibition above about 80%; note: values of inactives mirror those of a sister screen read the other way; many of its hits are not listed in these tables
# F-actin modifier: modifiers of F-actin cytoskeleton organization, primary screen, imaging, HUVEC, phalloidin staining, high-content imaging. 91,000 compounds, 0.18% hits. HUVEC TNFa F-actin phalloidin imaging. inhibition, % at 2 µM. AID 836, 2007;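 active = inhibition above the batch mean plus 3 SD and confirmed as a hit by visual image inspection, cut at about 30% in these data, passing the limit was not always enough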; note: strong numbers were not always called active
# TNFa cytotox: cytotoxicity in TNFa-stimulated HUVEC, primary screen, cytotoxicity control for VCAM1 expression modulator project, imaging, Hoechst nuclei count; HUVEC TNFalpha-stimulated, Hoechst cell count; cell count reduction, % at 2 µM; 93,000 compounds, 0.17% hits;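 active = cell count reduction exceeding the screen mean by over 5 SD, scaled to untreated wells per plate, cut at about 78% in these data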;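 note: cells counted after 24 h of TNF alpha exposure following the 1 h pretreatment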
# IL1B cytotox: cytotoxicity in IL-1B stimulated HUVEC, primary screen, cytotoxicity control for IL-1B NFkB translocation project, imaging, Hoechst nuclear count, IL-1B stimulus; HUVEC cell count loss; cell count reduction, % at 2 µM; 94,000 compounds, 0.41% hits; AID 845, 2007;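 active = cell count reduction more than 3 SD above the screen-wide mean, cut at about 70% in these data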;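 note: normalized per plate to untreated control cells as the no-loss baseline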
# * = called active by the depositor; . = not tested or not shown; [ ] = dose if it differs, or a comment. An excerpt; rates above refer to the full screens.
mol,ERb coact inh,Smad3 inh,Candida biofilm,VCAM1 TNFa inh,sEH activator,sEH inh,F-actin modifier,TNFa cytotox,IL1B cytotox
COc1ccc(C2N(c3cc(Cl)ccc3OC)C(=O)C3CCCN32)cc1OC (stereo unspecified),-4.1,3.2,-12.6,8.1,12.0,-13.8,0.2,-34.8,-7.0
Cc1occc1C(=O)Nc1cccc(C(F)(F)F)c1,-0.5,2.3,6.6,15.6,6.8,-6.0,-3.1,-19.6,-170.0
Cc1cc(C)c2cc(CN(CCO)C(=O)Nc3ccc(F)cc3)c(=O)[nH]c2c1,-4.9,-0.3,5.2,-2.7,-7.7,6.8,-1.1,8.6,7.8
CCn1cc([N+](=O)[O-])c(C(=O)Nc2ccc(Br)cn2)n1,.,.,.,22.2,1.7,-0.9,22.9,3.7,-53.6
O=C(NNC(=O)c1sccc1-n1cccc1)c1ccccc1,.,.,.,-19.1,-9.0,10.9,15.3,13.6,-57.7
CCc1c(C)sc(NC(=O)c2cc(-c3ccc(O)cc3)on2)c1C#N,38.0[fluorescence artefact?],0.2,9.7,1.5,-1.1,4.5,3.9,-8.2,10.2
Cc1ccc(NC(=O)c2ccc(CSc3nnc(-c4ccncc4)n3C)cc2)c(C)c1,.,.,.,1.2,0.3,-1.5,7.8,-5.0,-19.0
CC(=O)NC1(C(F)(F)F)NC(=O)N(CC(C)C)C1=O (stereo unspecified),-10.1,4.1,4.3,18.7,-6.8,6.7,-4.6,0.4,-31.9
c1ccc(-c2csc3nnc(SCc4ccc5c(c4)OCO5)n23)cc1,.,.,.,4.5,-2.5,2.2,-1.8,-8.1,-1.6
CCOc1ccc(OCC)c(NC(=O)CCn2c(=O)oc3ccccc32)c1,.,.,.,1.2,-3.3,0.1,-40.0,-12.2,2.3
CC1(C)CC(=O)C(N=Nc2cc(Cl)c(Cl)c(Cl)c2)=C(O)C1,.,.,.,24.0,6.0,-4.6,-7.7,14.1,19.4
CNC(=S)NNC(=O)Cc1ccc(OC)c(OC)c1,.,.,.,-3.5,6.3,-5.5,10.2,-3.7,-14.8
Cc1ccc(S(=O)(=O)N/N=C/c2ccc(C(=O)O)cc2)cc1,.,.,.,-37.9,18.1,-15.8,-27.1,.,-2.7
CN1C(=O)CSc2ccc(NC(=O)NCc3cccnc3)cc21,13.4,9.3[fluorescence artefact?],-3.7,11.4,-10.5,11.6,-3.4,19.8,-5.0
COc1ccc(C(=O)N2CCN(C(C)=O)CC2)cc1S(=O)(=O)NCc1ccc(Cl)cc1,-2.4,9.7,6.8,-5.1,2.5,-4.8,-42.2,-8.0,-4.5
CCc1ccccc1NC(=O)C1CCCN(S(=O)(=O)c2c(C)noc2C)C1 (stereo unspecified),.,.,.,9.7,-22.0,22.9,-27.8,-9.7,-7.2
Cn1/c(=N/N=C/c2ccc([N+](=O)[O-])cc2)sc2ccccc21,.,.,.,11.3,0.9,-2.1,18.8,14.3,10.8
O=C(Nc1ccccc1N1CCCC1)c1cc2ccccc2o1,0.9,-0.7,2.1,27.2,-2.3,3.0,-7.6,-4.5,-121.7
CCn1cc(S(=O)(=O)CC(=O)Nc2cc(C)ccc2C)c2ccccc21,-7.4[fluorescence artefact?],-4.4,3.5,26.3,-5.6,8.9,8.4,-3.0,-11.0
COc1cccc(OCCCOc2ccccc2C(C)C)c1,.,.,.,11.3,0.3,1.9,15.2,-20.1,-32.7
O=C(NCc1ccc2c(c1)OCO2)C1CCCN(S(=O)(=O)c2cccc3nonc23)C1 (stereo unspecified),18.2,6.9,4.8,17.9,-32.3,33.3,-3.2,-10.1,21.9
Cc1onc(-c2c(F)cccc2Cl)c1C(=O)N1CCc2ccccc2C1,0.1,8.5,9.8,-19.9,-5.8,5.8,9.7,-10.9,-28.1
COc1ccccc1/C=N/n1c(N)c(S(=O)(=O)c2cccs2)c2nc3ccccc3nc21,2.4,5.6,4.5,-12.7,5.6,-3.5,-26.8,-0.4,-24.0
CCOC(=O)CNC(=O)CSc1ncnc2c1cnn2-c1ccccc1,-1.4,-4.3,3.7,-3.8,0.4,1.0,16.6,-14.6,-24.0
CCC(C)(NC(=O)c1cccc(N2C(=O)CSC2c2ccccc2)c1)C(=O)Nc1ccccc1C (stereo unspecified),.,.,.,-8.5,3.0,-0.4,-21.1,-12.3,-4.3
CCc1ccccc1NC(=O)C1CC(c2ccc(F)cc2)=NO1 (stereo unspecified),-3.3,-2.0,5.3,10.6,7.1,-4.1,-1.4,5.1,2.7
Cn1c(C(=O)Nc2ccc3c(c2)OCO3)cc2sccc21,7.7,5.8,5.0,0.1,-2.6,3.1,17.7,-13.9,-4.7
COC(=O)CN(c1nc(C)c(Br)c(OC)n1)S(=O)(=O)c1ccc(C)cc1,7.7,14.4[fluorescence artefact?],8.0,9.7,0.5,2.7,4.5,-12.1,-65.3
CCOc1cc(CNCCN(C)C)c(Cl)cc1OCC(=O)NCCc1ccccc1,.,.,.,7.0,4.3,-2.7,-35.3,8.2,-6.6
Cc1cc(=O)oc2cc(OCC(=O)N3c4ccccc4CC3C)ccc12 (stereo unspecified),3.0,13.6,7.6,7.8,6.5,-6.4,-9.7,-13.4,6.4
CC(C)COC(=O)n1c(SCC(=O)N(C)C)nc2ccccc21,15.8[fluorescence artefact?],-1.3,4.2,-19.4,16.7,-17.7,-11.9,-9.8,-2.6
O=C(NCC1CCCCC1)c1ccco1,0.2,-4.9,-1.9,-4.9,20.4,-15.9,-6.2,1.4,9.7
CN(C)c1nc(N2CCN(c3ccccc3)CC2)c(C#N)c(=O)o1,.,.,.,-13.7,6.0,-6.4,-17.4,6.9,1.2
COc1cc(NC(=O)C2CCN(S(=O)(=O)c3ccc(Cl)cc3)CC2)ccc1-n1cnnn1,0.6,7.4,5.6,3.8,-2.9,4.9,33.1,-1.0,2.6
O=C(O)CCc1ccc(-c2ccccc2)n1-c1cccc(O)c1,19.8,-4.3,4.9,-1.2,10.6,-11.7,-0.3,-10.8,-5.0
N#Cc1c(NC(=O)CCC(=O)O)sc2c1CCCC2,-12.1[fluorescence artefact?],3.8,9.0,-41.8,-6.0,7.0,-6.7,-14.2,-34.9
O=S(=O)(c1ccccc1)c1nc(-c2ccccc2)oc1NCc1cccnc1,-6.8,5.5,-1.0,-15.3,11.9,-11.1,-17.5,-2.4,23.7
CCN(CC)c1ccc(/C=c2\sc3nnc(-c4ccccc4Cl)n3c2=O)cc1,-3.1,-16.6,5.5,-10.2,-8.3,6.7,.,-13.6,-20.8
CCc1c(C)nc2ncnn2c1N1CCCC(C(=O)NCCc2ccccc2)C1 (stereo unspecified),-7.4,-0.3,3.8,-21.4,-71.9,72.7,-4.3,.,0.9
CCCc1[nH][nH]c(=O)c1C(c1ccc(Br)cc1)C(C#N)C#N (stereo unspecified),-6.4,-10.8,6.5,13.9,-15.7,16.1,-3.4,-1.1,-11.6
Cc1ccc(C(=O)NC(=S)N2CC(C)OC(C)C2)cc1[N+](=O)[O-] (stereo unspecified),.,.,.,-7.9,-1.6,3.5,3.4,.,0.0
Cc1cc(C)nc(Nc2ncc(O)n2-c2ccc(C)c(C)c2)n1,9.9,8.9,5.5,11.9,13.4,-12.6,-2.8,-32.5,-11.3
COc1ccc(OC)c(C(=O)CSc2nc3c(c(=O)n(C)c(=O)n3C)n2C(C)C)c1,20.0[fluorescence artefact?],-95.0[fluorescence artefact?],3.3,15.8,-0.1,0.0,-16.6,-7.2,-14.7
CCN1CCc2c(sc(N)c2C(N)=O)C1,.,.,.,-8.5,16.1,-13.5,-43.2,-6.0,15.2
COC(=O)c1[nH]c2cccc(OC)c2c1NC(=O)CN(C)CC1OCCO1,-11.0,-4.5,3.1,-3.3,2.6,-3.8,-1.2,-8.7,-14.7
COc1ccc2[nH]c(=O)c(CN(CCCN(C)C)C(=O)Nc3ccc(F)cc3)cc2c1,-9.4,8.7,-2.6,9.4,-9.1,8.3,23.7,38.4,.
COc1ccc(-c2nc(=S)[nH][nH]2)cc1,-8.4,11.9,9.9,3.7,3.6,-2.5,6.3,12.4,-2.9
O=C(Nc1ccc2c(c1)OCO2)C(c1ccc(Cl)cc1)N1CCC2(CC1)OCCO2 (stereo unspecified),-6.8,-9.8,1.4,-8.5,4.6,-4.0,24.6,-14.3,-4.7
O=C(Nc1ccccc1N1CCN(C(=O)c2ccc(Cl)cc2)CC1)c1cc2ccccc2o1,4.5,-0.6,7.9,19.8,-4.9,6.8,9.3,-18.2,-2.5
Cc1n[nH]c(C)c1S(=O)(=O)N1CCN(C(=O)c2ccco2)CC1,16.5[fluorescence artefact?],-2.1,-1.6,20.5,.,.,-7.5,-8.5,-3.6
CCS(=O)(=O)NCCc1cc2cc(C)c(C)cc2[nH]c1=O,-7.8,8.9,5.6,-14.2,4.7,-3.0,.,-23.9,-28.0
CCn1cnc2cc(NCc3ccncc3)ccc21,15.5[fluorescence artefact?],-0.7,5.7,-5.6,6.7,-2.8,0.2,-11.6,3.2
C=CCn1c(Oc2ccc(C(=O)OC)cc2)nc2c1c(=O)n(C)c(=O)n2C,.,.,.,-5.3,12.3,-10.1,13.6,.,4.1
CCOc1ccc(C2CC(c3ccccc3C)n3nc(N)nc3N2)cc1 (stereo unspecified),-2.9,3.0,-4.7,2.3,14.6,-14.6,8.6,-0.8,2.8
COc1cccc(/C=N/n2nnnc2N)c1OCc1ccccc1Cl,25.4,7.4,7.0,-9.4,9.8,-7.0,9.9,-10.4,16.1
O=C(Nc1ccncc1)c1ccc(F)cc1,-4.0,-6.1,-3.3,16.5,-6.9,8.2,0.0,-8.1,-7.1
CC(NC(=O)Nc1ccc(F)cc1F)c1ccncc1 (stereo unspecified),26.4,-13.3,4.8,2.0,-20.7,23.5,2.9,-3.9,2.1
Cc1ccc(CNC(=O)c2oc3ccc(S(=O)(=O)N4CCC5(CC4)OCCO5)cc3c2C)cc1,3.5[fluorescence artefact?],6.2,8.7,-1.8,6.7,-6.1,-16.3,5.3,-17.0
CC(=O)C1=C(C)NC(SCC(=O)c2ccccc2)=C(C#N)C1CC(C)C (stereo unspecified),3.8[fluorescence artefact?],7.7,-3.0,1.6,6.5,-4.9,3.5,-34.0,-11.1
Cc1cccc(-c2cc3nc4c(c(N5CCOCC5)n3n2)CCCC4)c1,0.2,-1.6,8.3,-7.3,7.0,-7.8,-15.6,-5.3,-45.6
CC1(C)Cc2nc(NCCN3CCOCC3)c(C#N)cc2CO1,-15.7,-5.6[fluorescence artefact?],2.9,12.4,-10.3,10.0,13.9,-16.1,0.0
